KB-3-1 cytotox: KB-3-1 parental cell cytotoxicity; 1.4% of 400,000 active; Potency, µM (titrated, usually from 46.1 µM), for the others: top-dose activity change, negative = cytotoxic, actives largely listed as cytotoxic; KB-3-1 viability, CellTiter-Glo ATP luminescence, 72 h; further: potency means the concentration at half of the fitted maximal effect; on the % scale 0 is the no-effect control and ±100 the full control effect; nearly all actives have a fitted effect of over 60% in size
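Luminescent ATP read-out (CellTiter-Glo) measures survival of drug-naive KB-3-1 cells after 72 h compound exposure at 37 °C. Titration series was screened from lowest to highest concentration, with DMSO vehicle plates as background controls.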
HT1080 IDH1KD tx: HT-1080 IDH1 knockdown cell toxicity (counter line); HT-1080 IDH1 knockdown viability, ATP luminescence, 48 h; Potency, µM (doses to about 46.1 µM), without a hit: at the top dose activity, negative = toxicity, hits mostly cytotoxic; 2% of 360,000 active;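 further: potency means the concentration at half of the fitted maximal effect; 0% = DMSO wells and -100% = cell-free medium wells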
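In this qHTS, HT-1080 cells depleted of IDH1 are exposed for 48 h at 37 °C to compound titrations. Toxicity is scored from CellTiter-Glo luminescence, with DMSO as full viability and medium alone as none.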
IL-1B inflam inh: inflammasome signaling inhibition, IL-1 beta readout; activity change, % at 57.5 µM; 4.7% of 360,000 active; THP-1 LPS/ATP IL-1B secretion, AlphaLISA, 16 h; hits give low values; in the data active means activity change below about -50%; inconclusive means mostly about -30% to -49%; further: on the % scale 0 is the no-effect control and ±100 the full control effect
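Secreted IL-1B measured by AlphaLISA bead assay after 16 h compound exposure of THP-1 cells; compounds (final up to 57.5 uM) added 1 h before LPS (250 ng/mL) and ATP (1.25 mM) stimulation; lower signal means less secretion.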
WRN inhibitor: WRN helicase (human) inhibition; Q14191; WRN helicase unwinding, fluorescent forked duplex, kinetic; Potency, µM (top dose mostly 114 µM), for the others: at the highest dose activity change, negative = inhibition, hits mostly inhibitors; 0.46% of 360,000 active; AID 651768; further: potency means the concentration at half of the fitted maximal effect; on the % scale 0 is the no-effect control and ±100 the full control effect; nearly all actives have a fitted effect of over 55% in size
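Fluorescence dequenching readout, ex 525 nm/em 598 nm, kinetic mode: forked duplex DNA (100 nM final) with adjacent fluorophore and quencher unwound by WRN (20 nM final) with 2 mM ATP. Compound preincubation 15 min, room temperature.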
ATXN2 expr inh: ATXN2 expression inhibition; HEK-293 ATXN2-luciferase reporter, luminescence, 24 h; Potency, µM (top dose mostly 57 µM), for the others: at the highest dose activity change, negative = inhibition, actives largely listed as inhibitors; 0.72% of 360,000 active; further: potency means the concentration at half of the fitted maximal effect; on the % scale 0 is the no-effect control and ±100 the full control effect; nearly all actives have a fitted effect of over 55% in size
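ATXN2-luciferase reporter cells (luciferase flanked by upstream and downstream ATXN2 gene portions) were treated 24 h at 37 °C with compounds at up to 57 uM. SteadyGlo luminescence gave expression; GF-AFC fluorescence gave viability.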
HT1080-NT tox: kills 2HG-producing HT-1080-NT fibrosarcoma cells | HT-1080-NT fibrosarcoma viability, CellTiter-Glo ATP luminescence, 48 h | Potency, µM (top dose mostly 46.1 µM), for inactives: top-dose activity, negative = less viability, hits mostly cytotoxic | 1.6% of 360,000 active | AID 686970;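 further: NT is the 2HG producing partner of a matched IDH1 knockdown line; potency means the concentration at half of the fitted maximal effect; 0% = DMSO-treated cells and -100% = media-only wells without cells; nearly all actives have a fitted effect of over 55% in size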
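Compounds were tested in concentration-response format on HT-1080-NT cells for 48 hours at 37 degrees C. Cell viability came from CellTiter-Glo luminescence; curves were classified by r2, response magnitude and activity.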
MCF10A rereplic: induces DNA re-replication in MCF 10a normal breast cells. AID 624296. Potency, µM (series often up to 46.1 µM), inactives show at the top dose activity, positive = re-replication, actives largely listed as activators. MCF 10A DNA re-replication, Hoechst nuclear intensity, 48 h. 2.9% of 350,000 active; further: potency means the concentration at half of the fitted maximal effect; % of control where 0% means no effect; nearly all actives have a fitted effect of over 50% in size
KB-V1 MDR tox: KB-V1 MDR subline cytotoxicity; KB-V1 MDR cells viability, CellTiter-Glo, 72 h; Potency, µM (titrated, usually from 46.1 µM), inactives show at the top dose activity change, negative = cytotoxicity, most hits filed as cytotoxic; 3.4% of 400,000 active; AID 1347076; further: potency means the concentration at half of the fitted maximal effect; on the % scale 0 is the no-effect control and ±100 the full control effect; nearly all actives have a fitted effect of over 60% in size
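Readout: CellTiter-Glo luminescence, 10 min after addition. Cells: KB-V1 MDR subline, 72 h at 37 degrees C with compound. Analysis: corrected, normalized data fitted to concentration-effect curves.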
SW480 rerep: inducers of DNA re-replication in SW480 colon cancer cells; SW480 DNA re-replication, Hoechst DNA content imaging, 48 h; Potency, µM (series often up to 46.1 µM), without a hit: at the top dose re-replication activation, hits mostly activators; 1.8% of 340,000 active; further: potency means the concentration at half of the fitted maximal effect; % of control where 0% means no effect; nearly all actives have a fitted effect of over 55% in size
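Image-based read-out: total Hoechst fluorescence of nuclei (405 nm excitation, 500-530 nm emission), with hits raising the fraction of high-intensity nuclei. SW480 colon cells incubated 48 hr with compounds at 37 C.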
* hit, by the source's call; ? = inconclusive; . = no result given; [ ] = dose if it differs, or a comment. Unless noted, the call rests on the fitted dose curve; in most records, active means well fitted curve in the direction sought with a large enough effect; inconclusive means small, poorly fitted or top-dose-only effect, or another doubt; inactive means no such curve, though single readings can be large; an effect the other way counts as inactive or inconclusive.

Order of values: KB-3-1 cytotox	HT1080 IDH1KD tx	IL-1B inflam inh	WRN inhibitor	ATXN2 expr inh	HT1080-NT tox	MCF10A rereplic	KB-V1 MDR tox	SW480 rerep
1: Cc1ccc(C)c(S(=O)(=O)Nc2ccc(C(=O)N3CCC3)cc2)c1
→ -1%	-12%	13	-1%	1%	0%	6%	?	-6%
2: CCc1nnc2sc(-c3ccc(NC(=O)CSc4ccc(Cl)cc4)cc3)nn12
→ ?	3%	-18	0%	-6%	-4%	-2%	3%	-1%
3: CCOC(=O)N1CCC(C(=O)Nc2ccc(OCC)cc2)CC1
→ -6%	12%	3	6%	-18%	13%	5%	13%	-15%
4: Cc1ccc(S(=O)(=O)N(C)c2cc(S(=O)(=O)Nc3ccncc3)c(C)cc2C)cc1
→ 4%	-3%	-8	-11%	1%	0%	-3%	?	-1%
5: CCN(CC)C(=O)C1=C(C)N(Cc2ccccc2)C(=O)C(CC(=O)NC2CCCCC2)C1 (centres undefined)
→ 15%	8%	7	-3%	6%	9%	.	-10%	.
6: CCc1nc(SCc2cccnc2)[nH]c(=O)c1C
→ 11%	1%	0	1%	0%	10%	2%	5%	-3%
7: CC(=O)N1CCOc2ccc(S(=O)(=O)N3CCC(C(=O)Nc4ccccc4F)CC3)cc21
→ -2%	7%	16	-1%	-17%	2%	23%	3%	18%
8: COc1ccc([C@@H]2[C@@H]3C(=O)N(C(C)(C)C)C(=O)[C@@H]3[C@]3(Cc4ccc(Cl)cc4)C(=O)N(c4cccc(C)c4)C(=O)N23)cc1
→ 9%	-6%	7	9%	4%	-4%	-6%	0%	1%
9: O=C(CCC1CCCCC1)Nc1ccccc1O
→ -8%	-3%	-9	-11%	24%	3%	2%	-9%	-1%
10: COc1ccc(NC(=O)CN(C)C(=O)CNC(=O)c2cccs2)cc1
→ 5%	-2%	0	-19%	-20%	0%	1%	29%	-7%
11: COc1ccc(Br)cc1CN1CCN(C(=O)c2ccc(F)cc2)CC1
→ -12%	-10%	0	-28%	-18%	-6%	-43%[inhibitor]	?	-62%[inhibitor]
12: CC(=O)OC(c1nc2ccccc2c(=O)n1C1CC2(OC1=O)c1ccccc1N1C(=O)C(C)(C)N(O)C12)C(C)C (centres undefined)
→ 0%	0%	4	-6%	-21%	-4%	2%	?	?
13: O=C1Nc2ncccc2OC1CCCl (centres undefined)
→ -1%	0%	-14	-7%	6%	-5%	4%	-22%	0%
14: Cc1c(CNCCc2ccccc2)c(C(=O)O)c(C)n1-c1ccccc1
→ -7%	12%	-3	7%	-6%	-10%	4%	0%	-6%
15: COc1ccc(NC(=O)c2cc3nc(-c4ccccc4)cc(C)n3n2)cc1OC
→ 13%	-8%	?	-29%	2%	1%	-2%	?	5%
16: N#C/C(=C\c1ccc(Cl)cc1)c1nc2ncccc2[nH]1
→ -10%	-10%[9.24 µM]	4	-24%	18%	?	?	18µM*	?
17: CCn1cc(Cl)c(C(=O)Nc2cc(C(=O)OC)cc(C(=O)OC)c2)n1
→ 22%	-18%	34	-33%	4%	-4%	1%	-26%	-1%
18: N#Cc1ccc(OCC(=O)OCC(=O)Nc2cc(C(F)(F)F)ccc2N2CCOCC2)cc1
→ 9%	-5%	5	-11%	-1%	2%	0%	-2%	-4%
19: Clc1ccc2ccc3cccnc3c2n1
→ -21%	3%	-6	-3%	.	-1%	0%	-1%	20%
20: CCC(C)OC(=O)c1cc(C)nc2c(Br)cc(Br)cc12 (centres undefined)
→ -3%	16%	0	5%	-9%	7%	2%	-3%	-24%
21: CCOc1ccc(-c2nnc(SCC(=O)O)n2Cc2ccccc2)cc1
→ 21%	13%	9	1%[57.1 µM]	2%	7%	-31%[inhibitor]	2%	?
22: COC(=O)CN(C#N)c1nc(NC(C)C)nc(NC(C)C)n1
→ -4%	0%	3	9%	.	0%	-9%	20%	-19%
23: CCOC(=O)c1sc(N)c(C(=O)Nc2ccccc2OC)c1C
→ ?	7.3µM*	15	-35%	-34%	?	10µM*	10µM*	16µM*
24: C=CCC[C@H](Cc1ccc(F)cc1)C(=O)OC[C@@H](Cc1c[nH]c2ccccc12)NC(=O)[C@@H](CC=C)CC(=O)N(CCO)Cc1ccccc1
→ ?	?	-62*	-8%	?	?	?	?	?
25: Cc1ccc(N=Nc2c(N)nn(-c3ccccc3)c2N)cc1
→ ?	9.2µM*	0	-15%	91%[activator]	10µM*	15µM*	6.5µM*	13µM*
26: COc1ccccc1N1CCN(C(c2cccs2)C(C)NC(=O)c2cccs2)CC1 (centres undefined)
→ 0%	1%	-9	-2%	-8%	0%	2%	4.1µM*	1%
27: Clc1ccc(/C=C\c2nccc3c2[nH]c2ccccc23)cc1
→ -26%	18µM*	48	6%	-3%	21µM*	2.6µM*	?	9.2µM*
28: COc1cc(OC)cc(-c2c(-c3cccs3)c3cc(-c4ccc(CN5CCOCC5)cc4)ccc3n2C)c1
→ 0%	-16%	-13	-8%	-8%	-9%	?	-11%	7%
29: COc1ccc(Oc2nnnn2-c2ccccc2)cc1
→ 0%	3%	-20	4%	29%	?	-1%	-16%	-4%
30: Cc1ccc(CNC(=O)C2CSC3(C)CCC(=O)N23)cc1 (centres undefined)
→ 5%	1%	3	6%	9%	-13%	0%	-1%	-2%
31: Cc1ccc2c(c1)S/C(=C/c1ccc[n+](CCO)c1)N2C
→ 2.6µM*	?	-26	4%	?	-17%	23%	7%	-1%
32: CC(C)CCn1nc(C(=O)Nc2nc3c(s2)CCCC3)c2ccccc2c1=O
→ ?	-4%	.	-3%	-19%	-3%	?	-29%	?
33: c1coc(C2Nc3ccccc3-c3nc4ccccc4n32)c1 (centres undefined)
→ -14%	?	-18	-24%	7%	?	?	-21%	8%
34: COC(=O)c1ccc(C(=O)OC)c(NC(=O)Cc2cccs2)c1
→ -2%	10%	28	?	.	5%	.	-1%	.
35: O=c1oc2cc(O)ccc2c2ccccc12
→ -2%	8%	-21	-4%	2%	1%	7%	?	2%
36: C/C(=N\NC(=O)c1ccc(-c2ccccc2)cc1)C1C(=O)c2ccccc2C1=O
→ ?	-7%	127	?	?	-15%	?	-24%	5%
37: Cc1ccccc1OCC(=O)O/N=C(\N)c1ccncc1
→ 25%	5%	-9	-1%	49%[activator]	6%	16%	-6%	-6%
38: COc1ccc(C(=O)N(CC2CCCO2)C(C(=O)NC2CCCC2)c2ccc(Cl)cc2)cc1OC (centres undefined)
→ 0%	-2%	2	10%	-7%	-4%	-180%[0.0737 µM]	-6%	-5%
39: CCCn1c(Cc2ccccc2)nnc1SC(C)C(=O)NC1CC1 (centres undefined)
→ 0%	0%	15	-2%	1%	4%	-4%	-5%	-2%
40: CCc1ccc(C(=O)NCC2COc3ccccc3O2)o1 (centres undefined)
→ 11%	6%	0	3%	39%[activator]	8%	3%	-21%	-7%
41: O=C(COC(=O)c1ccc2ccccc2n1)Nc1ccccc1F
→ 14%	0%	19	8%	9%	4%	-6%	-1%	0%
42: Cc1ccc(S(=O)(=O)N2CCCC(C(=O)N3CCCc4ccccc43)C2)cc1 (centres undefined)
→ -9%	-5%	9	-7%	-32%	-13%	14%	-18%	3%
43: CCC(C)(C(=O)NC1CCCCC1)N(Cc1ccco1)C(=O)c1ccc2c(c1)OCO2 (centres undefined)
→ 1%	-5%	4	9%	-8%	-1%	0%	12µM*	-2%
44: CC(C)(C)NC(=O)C(c1ccccc1F)n1c(=O)c(-c2cc3ccccc3[nH]2)nc2ccccc21 (centres undefined)
→ ?	?	4	-6%	.	-15%	.	-18%	.
45: Cc1cccc(NC(=O)c2ccccc2-c2ccccc2)c1
→ 0%	19%	?	-18%	-15%	9%	19%	-11%	-3%
46: Cc1noc(C)c1COC(=O)COc1cccc2c1OC(C)(C)C2
→ -3%	13%	4	11%	-4%	4%	-2%	-5%	-6%
47: NS(=O)(=O)c1ccc(NN=C2CCCCC2)c([N+](=O)[O-])c1
→ -12%	-18%	3	7%	-5%	-5%	6%	5%	-54%[inhibitor]
48: C=CC(=O)N=c1sc2ccccc2n1-c1ccccc1
→ 15µM*	10µM*	-104*	?	18%[11.3 µM]	13µM*	?	7.3µM*	3.3µM*
49: Cc1nc(C(F)(F)F)ccc1C(=O)N1CCC1(C)C(=O)NS(=O)(=O)c1ccc2c(c1)CCO2 (centres undefined)
→ 23%	13%	2	8%[57.1 µM]	-1%	14%	.	3%	.
50: Cc1ccc(CSc2nnc3ccc(-c4ccncc4)nn23)cc1
→ 6%	-8%	-26	-1%	6%	0%	14%	?	-6%

Bioassay records as filed in PubChem BioAssay.
